aGal spleen mod: qHTS Assay for Inhibitors and Activators of Human alpha-Galactosidase From Spleen Homogenate; Potency, µM (series often up to 80 µM), for inactives: top-dose activity change, negative = inhibition, usual class: inhibitors; AID 2107, 2009; human spleen homogenate, 4MU-alpha-Gal fluorescence, 40 min; 0.008% of 240,000 active;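 note: potency is the fitted concentration of half-maximal effect; 0% = enzyme with vehicle and -100% = no enzyme basal signal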
Target sequence (P06280 32-429 limits assumed): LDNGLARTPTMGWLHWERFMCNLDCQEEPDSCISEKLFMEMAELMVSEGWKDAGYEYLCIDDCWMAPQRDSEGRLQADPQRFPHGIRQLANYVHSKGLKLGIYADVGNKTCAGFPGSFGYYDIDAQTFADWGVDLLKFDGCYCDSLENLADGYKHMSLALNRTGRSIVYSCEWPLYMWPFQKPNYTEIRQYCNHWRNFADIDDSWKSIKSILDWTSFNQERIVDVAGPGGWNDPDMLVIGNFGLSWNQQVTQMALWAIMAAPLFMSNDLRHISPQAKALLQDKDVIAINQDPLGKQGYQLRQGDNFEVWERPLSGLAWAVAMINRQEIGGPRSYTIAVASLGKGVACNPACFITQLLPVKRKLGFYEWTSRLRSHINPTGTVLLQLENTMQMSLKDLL
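Spleen homogenate 1 ug + cpd (titration) + 4-MU-alpha-D-galactopyranoside 1 mM; 37C 40 min; 50 mM citrate/phosphate pH 5.0, 0.01% Tween-20; stop pH 10; fluorescence 365/440; AC50 via Hill.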
Luc counter: Counterscreen for Luciferase (Kinase-Glo TM) Inhibition | Potency, µM (titrated, usually from 38.3 µM), without a hit: at the top dose activity change, negative = inhibition, most hits filed as inhibitors | AID 1379, 2008 | Kinase-Glo luciferase, ATP luminescence, 8 min | Luciferin 4-monooxygenase (Photuris pensylvanica), Q27757 | 0.28% of 200,000 active; note: potency is the fitted concentration of half-maximal effect; % is set by controls: 0 for no effect and ±100 for the full control effect; nearly all actives have a fitted effect of over 60% in size
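Kinase-Glo luciferase light output from ATP and luciferin was measured with 10 uM ATP, within the enzyme's linear range. Buffer: 50 mM imidazole pH 7.2, 50 mM KCl, 7 mM MgCl2, 0.01% Tween 20, 0.05% BSA; luminescence read after 8 min at ambient temperature.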
NPSR antagonist: qHTS Assay for Antagonists of the Neuropeptide S Receptor: cAMP Signal Transduction; CHO-NPSR cells, cAMP TR-FRET, antagonist mode; 1% of 220,000 active; Potency, µM (titrated, usually from 38.3 µM), inactives show at the top dose activity change, negative = inhibition, actives largely listed as inhibitors; Q6W5P4; note: potency is the fitted concentration of half-maximal effect; % is set by controls: 0 for no effect and ±100 for the full control effect; nearly all actives have a fitted effect of over 50% in size; many of its hits are not listed in these tables
Target sequence (Q6W5P4 whole entry, looked up): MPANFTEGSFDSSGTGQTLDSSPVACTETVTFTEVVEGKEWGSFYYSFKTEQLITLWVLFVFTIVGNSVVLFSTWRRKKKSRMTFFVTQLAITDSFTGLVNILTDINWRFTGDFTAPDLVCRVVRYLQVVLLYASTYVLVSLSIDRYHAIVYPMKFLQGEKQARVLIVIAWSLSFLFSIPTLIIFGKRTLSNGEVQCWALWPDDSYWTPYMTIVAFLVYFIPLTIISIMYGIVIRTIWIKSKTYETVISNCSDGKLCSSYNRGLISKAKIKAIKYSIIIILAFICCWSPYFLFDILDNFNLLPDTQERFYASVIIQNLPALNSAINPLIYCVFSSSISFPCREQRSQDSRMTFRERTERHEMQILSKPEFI
CBFb RUNX1 block: qHTS Assay for Compounds Blocking the Interaction Between CBF-beta and RUNX1 for the Treatment of Acute Myeloid Leukemia; Runt-related transcription factor 1 (Homo sapiens) + Core-binding factor subunit beta …; AlphaScreen CBFb-His/RUNX1-biotin binding, biochemical; Potency, µM (titrated, usually from 59.8 µM), for the others: at the highest dose activity, negative = inhibition, usual class: inhibitors; 230,000 tested, under 10 active; AID 1477, 2009; note: % of control where 0% means no effect
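AlphaScreen proximity signal reports loss of binding between His-tagged CBF-beta and biotin-labelled RUNX1, each at 30 nM. Proteins are pre-associated for 20 minutes, compounds added for 15 minutes, then beads for 90 minutes, all at ambient temperature.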
Lamin A splicing: qHTS Assay for Modulators of Lamin A Splicing. Potency, µM (series often up to 46.1 µM), for the others: at the highest dose ratio change, negative = inhibition, most hits filed as inhibitors. 0.01% of 200,000 active. HeLa LMNA splicing GFP/RFP minigene ratio, 48 h; active = well fitted inhibition curve with a large enough effect in the signal ratio, with a control signal flat, not every such curve was filed as active; inconclusive = small, poorly fitted or top-dose-only effect, or effect the other way, or a change in a side signal; the % refers to the signal ratio; note: potency is the fitted concentration of half-maximal effect; % is set by controls: 0 for no effect and ±100 for the full control effect
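Read-out is the ratio of GFP to DsRed2 object intensity, acquired by 488 nm laser-scanning cytometry on HeLa lamin A-EGFP minigene reporter cells. Compound incubation 48 hrs at 37 °C in Opti-MEM with 2% FBS; DMSO 0.5% final.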
IMPase Li inh: qHTS Assay for Identifying the Cell-Membrane Permeable IMPase Inhibitors: Potentiation with Lithium; CHO-M1 cells, IP1 TR-FRET (IP-One), carbachol + lithium; Potency, µM (top dose mostly 59.4 µM), for the others: top-dose activity, negative = IMPase inhibition, actives largely listed as inhibitors; 0.35% of 210,000 active; AID 1457, 2008;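 note: IP1 builds up when IMPase is blocked and the TR-FRET signal falls; potency is the fitted concentration of half-maximal effect; plate controls were basal vehicle for no effect and high inhibitor control for full effect; nearly all actives have a fitted effect of over 50% in size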
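CHO cells stably expressing M1 receptor (2000/well, cultured 16–30 h) treated 30 min at 37C with compound plus low lithium. Cytosolic IP1 by TR-FRET (665/620 ratio and 620 channel) after 10 min lysis; AC50 by Hill fit.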
Epigenetic derep: Quantitative High-Throughput Screen for Regulators of Epigenetic Control. murine LDR cells, GFP reporter derepression, 30 h. Potency, µM (highest dose often 53.9 µM), inactives show at the top dose GFP activation, usual class: activators. 0.2% of 280,000 active; note: potency is the fitted concentration of half-maximal effect; % of control where 0% means no effect; nearly all actives have a fitted effect of over 60% in size
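GFP-positive cell count by laser-scanning cytometry (objects 20–120 um) after 30 h, 37 C compound exposure of murine LDR cells; reporter is CMV-GFP integrated at a silenced locus, inducible by HDAC or DNMT inhibitors.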
The depositor's hits bear a star; ? = inconclusive; · = no result given; [ ] = remark or other dose. Unless noted, calls come from the whole dose curve; as a rule, active = well fitted curve in the direction sought with a large enough effect; inconclusive = small, poorly fitted or top-dose-only effect, or another doubt; inactive = no such curve, though single readings can be large; an effect the other way counts as inactive or inconclusive.

entry	Structure	aGal spleen mod	Luc counter	NPSR antagonist	CBFb RUNX1 block
1	Cc1ccc(CN2CCN(Cc3cnc(C)[nH]3)CC2CCO)cc1 (configuration not stated)	7%	0%	-5%	0%
2	Clc1ccc(CN2CCN(c3ccccc3)CC2)cn1	-2%	6%	0%	19%
3	O=C1CSC(=Nc2ccc(Cl)cc2)N1Cc1ccco1	-1%	·	-5%	3%
4	Cc1nc(N(C)C)c2sc(=S)n(Cc3ccccc3)c2n1	-4%	0%	-50%	-11%
5	COc1ccc(Nc2nc(-c3sc(NC(C)=O)nc3C)cs2)cc1	6%	-1%	-6%[46.1 µM]	-9%
6	CC(C)C(OC(=O)c1ccco1)C(=O)NC1CCCCC1 (configuration not stated)	7%	-3%	?	2%
7	CCOC(=O)N1CCN(C(=O)Cn2nc(-c3ccc(Cl)cc3)ccc2=O)CC1	-4%	-2%	1%[46.1 µM]	-1%
8	Cc1nn2c(COc3ccc(NC(=O)C(C)C)cc3)nnc2c2ccccc12	1%	-1%	24%	-6%
9	COc1ccc(C(=O)NCC(=O)NCCc2c[nH]c3ccccc23)cc1OC	4%	2%	8%	7%
10	O=C(O)CNC(=O)CCn1nnc2ccccc2c1=O	1%	·	10%	5%
11	COC(=O)Cc1cc(=O)[nH]c(/N=C(\N)Nc2cccc(C)c2)n1	0%	-10%	-9%	-9%
12	CCCn1c(N)c(Sc2ccc(C)cc2)c(=O)n(CCC)c1=O	1%	-2%	34%	3%
13	CC1=CC(C)(C)n2c(O)c(N=NC(N)=S)c3c(C)ccc1c32	14%	·	11%[46.1 µM]	-10%
14	COc1c(OC)c(O)c2c(=O)c(O)c(-c3ccccc3)oc2c1OC	9%	·	40%	-19%
15	Cc1nn(C)cc1/C=N/NC(=O)CSc1ccccn1	-5%	·	21%	4%

entry	Lamin A splicing	IMPase Li inh	Epigenetic derep
1	9%[46 µM]	7%	1.6%
2	·	3%	-1.5%
3	·	·	2.1%
4	·	-11%	-1.3%
5	?	10%[38.3 µM]	1.0%
6	12%	3%[38.3 µM]	0.8%
7	-10%	5%[38.3 µM]	-1.1%
8	·	-4%	1.4%
9	·	-8%	5.2%
10	·	·	-1.0%
11	15%[46 µM]	2%	0.0%
12	-7%[46 µM]	-2%	-1.3%
13	-13%	·	-0.9%
14	·	16%	2.7%
15	·	·	-1.0%

Fetched one by one from the list above, 2 records:
entry	Structure	aGal spleen mod	Luc counter	NPSR antagonist	CBFb RUNX1 block
7	CCOC(=O)N1CCN(C(=O)Cn2nc(-c3ccc(Cl)cc3)ccc2=O)CC1	-4%	-2%	1%[46.1 µM]	-1%
4	Cc1nc(N(C)C)c2sc(=S)n(Cc3ccccc3)c2n1	-4%	0%	-50%	-11%

entry	Lamin A splicing	IMPase Li inh	Epigenetic derep
7	-10%	5%[38.3 µM]	-1.1%
4	·	-11%	-1.3%

From compound 11 up to 13, copied from above:
entry	Structure	aGal spleen mod	Luc counter	NPSR antagonist	CBFb RUNX1 block
11	COC(=O)Cc1cc(=O)[nH]c(/N=C(\N)Nc2cccc(C)c2)n1	0%	-10%	-9%	-9%
12	CCCn1c(N)c(Sc2ccc(C)cc2)c(=O)n(CCC)c1=O	1%	-2%	34%	3%
13	CC1=CC(C)(C)n2c(O)c(N=NC(N)=S)c3c(C)ccc1c32	14%	·	11%[46.1 µM]	-10%

entry	Lamin A splicing	IMPase Li inh	Epigenetic derep
11	15%[46 µM]	2%	0.0%
12	-7%[46 µM]	-2%	-1.3%
13	-13%	·	-0.9%

(continued)
entry	Structure	aGal spleen mod	Luc counter	NPSR antagonist	CBFb RUNX1 block
16	CCOC(=O)c1ccc(NC(=O)NCc2ccncc2)cc1	-2%	-3%	-9%[46.1 µM]	-7%
17	CCSCc1nnc(SCC(=O)Nc2cccc(C(C)=O)c2)n1C	0%	2%	10%	-5%
18	CC(C)/C=C1\CCCCC1N(C)C(=O)NC(C)C (configuration not stated)	8%	-4%	-6%[46.1 µM]	3%
19	CSCCC(NC(=O)c1cc(C)oc1C)C(=O)O (configuration not stated)	-2%	19%	3%[46.1 µM]	1%
20	c1ccc(-n2ncc3c(N4CCN(c5ccccn5)CC4)nc(N4CCOCC4)nc32)cc1	11%	-2%	-11%[46.1 µM]	4%
21	NC(=O)c1c(NC(=O)C2CCCO2)sc2c1CCC2 (configuration not stated)	-5%	-4%	5%[46.1 µM]	8%
22	O=C1N(Cc2ccc3c(c2)OCO3)c2ccccc2C1(O)c1c[nH]c2ccccc12 (configuration not stated)	9%	-2%	-26%[46.1 µM]	-5%
23	COc1ccc(/C=C/C(=O)c2ccccc2)c(OC)c1	8%	-17%	-21%	5%
24	CCOC(=O)C1CCN(C(c2ccccn2)c2c(C)[nH]c3ccccc23)CC1 (configuration not stated)	-2%	-3%	-23%[46.1 µM]	-4%
25	Cc1ccc(C(=O)N2CCN(Cc3ccc4c(c3)OCO4)CC2)cc1S(=O)(=O)N1CCOCC1	-3%	·	-34%	2%
26	Cc1c(C(=O)N2CCN(S(C)(=O)=O)CC2)oc2ccccc12	-4%	-3%	10%[46.1 µM]	3%
27	O=C(CS(=O)CC(=O)N(CC(=O)NC1CCCC1)C1CCCCC1)Nc1ccc(F)cc1 (configuration not stated)	9%	-2%	?	2%
28	COc1cccc(/C=N/NC(=O)C[n+]2ccccc2)c1OC	-6%	0%	17%	-15%
29	COc1ccc(OC)c(CN2CCCC(C(=O)N3CCCCC3)C2)c1 (configuration not stated)	1%	-1%	3%[46.1 µM]	6%
30	Cc1ccc(C(=O)NC(=S)Nc2ccc(N3CCOCC3)cc2)cc1C	-1%	0%	-5%	5%

entry	Lamin A splicing	IMPase Li inh	Epigenetic derep
16	5%	4%[38.3 µM]	0.0%
17	0%[46 µM]	1%	-0.1%
18	5%	28%[38.3 µM]	1.0%
19	-3%	22%[38.3 µM]	0.0%
20	2%	0%[38.3 µM]	-1.0%
21	12%	0%[38.3 µM]	-0.7%
22	6%	14%[38.3 µM]	-1.2%
23	-18%[46 µM]	6%	-3.2%
24	?	3%[38.3 µM]	6.7%
25	·	·	-0.4%
26	5%	20%[38.3 µM]	1.8%
27	4%	1%[38.3 µM]	0.7%
28	-8%	-5%	3.0%
29	1%	22%[38.3 µM]	-1.0%
30	4%[46 µM]	10%	-0.1%

Some of these compounds in order of the Lamin A splicing value, highest first.
item	compound	aGal spleen mod	NPSR antagonist	CBFb RUNX1 block	Lamin A splicing	IMPase Li inh	Epigenetic derep
21	NC(=O)c1c(NC(=O)C2CCCO2)sc2c1CCC2 (configuration not stated)	-5%	5%[46.1 µM]	8%	12%	0%[38.3 µM]	-0.7%
27	O=C(CS(=O)CC(=O)N(CC(=O)NC1CCCC1)C1CCCCC1)Nc1ccc(F)cc1 (configuration not stated)	9%	?	2%	4%	1%[38.3 µM]	0.7%
19	CSCCC(NC(=O)c1cc(C)oc1C)C(=O)O (configuration not stated)	-2%	3%[46.1 µM]	1%	-3%	22%[38.3 µM]	0.0%

More structures follow.
entry	Structure	aGal spleen mod	Luc counter	NPSR antagonist	CBFb RUNX1 block
31	Cn1c(=O)c2c(ncn2CC(=O)N2CCN(c3ccccc3F)CC2)n(C)c1=O	8%	-6%	-14%[46.1 µM]	5%
32	COC(CNC(=O)c1cccc(-n2c(=S)[nH]c3cc(Cl)ccc3c2=O)c1)OC	6%	0%	-9%	0%
33	CCCCCCCCC1CO1 (configuration not stated)	-6%	·	·	-2%[21.7 µM]
34	CC(C)C(C(=O)NC1CCCCC1)N(CC1CCCO1)C(=O)CNS(=O)(=O)c1ccc(F)cc1 (configuration not stated)	8%	-7%	-16%[46.1 µM]	1%
35	COc1cc(NC(=S)NC2CC2)c(OC)cc1Cl	-12%	2%	0%	5%
36	Cc1ccc(/C=N/N2CCN(c3ccccn3)CC2)o1	-8%	·	-2%	-16%
37	COc1ccc(-c2csc(/C(C#N)=C/Nc3cc4oc5ccccc5c4cc3OC)n2)cc1	-3%	2%	-19%	-2%
38	CCCOc1ccc(/C(O)=C2/C(=O)C(=O)N(CCCn3ccnc3)C2c2cccs2)cc1 (configuration not stated)	-9%	2%	17%[46.1 µM]	-1%
39	CC(=O)C1=C(O)C(=O)N(c2cccc(C(=O)O)c2)C1c1ccccc1F (configuration not stated)	5%	2%	3%[46.1 µM]	-2%
40	CSc1ccc(Cn2nnc(C(=O)NCCc3ccc(Cl)cc3)c2N)cc1	-3%	·	5%	10%
41	COc1cccc(N2CCN(C3CC(=O)N(c4ccc(C)c(Cl)c4)C3=O)CC2)c1 (configuration not stated)	-19%	9%	6%[46.1 µM]	-8%
42	CC(C)(C)NC(=O)NC(=O)COC(=O)CCC1CCCCC1	11%	-4%	-8%[46.1 µM]	6%
43	S=C(Nc1ccccc1)N1CCCCCC1	?	5%	-5%[46.1 µM]	-2%
44	C=CCn1c(COc2ccc(CC)cc2)nnc1SC/C(O)=C(\C#N)c1nc2ccccc2[nH]1	0%	1%	-20%[46.1 µM]	-7%
45	Cc1ccccc1NC(=S)NCCC(c1ccccc1)c1ccccc1	3%	3%	-19%[46.1 µM]	-14%
46	Cc1ccc(C)c(N(CC(=O)NCCC2=CCCCC2)S(C)(=O)=O)c1	6%	1%	-11%[46.1 µM]	2%
47	O=C1N(Cc2cccc(Cl)c2)C[C@@H]2C[C@@H](c3ccccn3)N3CCC[C@@]123	-4%	-1%	-10%	25%

entry	Lamin A splicing	IMPase Li inh	Epigenetic derep
31	9%	-10%[38.3 µM]	1.1%
32	-10%[46 µM]	-3%	-1.4%
33	·	-2%	·
34	10%	9%[38.3 µM]	-0.2%
35	14%	7%	-0.9%
36	·	·	0.1%
37	23%[9.22 µM]	?	-3.4%
38	-1%	?	1.1%
39	-7%	-20%	2.3%
40	·	·	0.3%
41	6%	5%[38.3 µM]	-1.7%
42	3%	13%[38.3 µM]	4.9%
43	-18%[0.0737 µM]	4%[38.3 µM]	-2.5%
44	13%	31%[38.3 µM]	0.0%
45	?	-5%[38.3 µM]	0.0%
46	-4%	1%[38.3 µM]	1.8%
47	·	27%	3.5%

High-throughput results as filed in PubChem.

This is a subset; count on the stated rates, not on these rows.
